NPSR antag: antagonists of human neuropeptide S receptor cAMP signaling; Q6W5P4; CHO-NPSR cells, cAMP TR-FRET, antagonist mode; Potency, µM (highest dose often 38.3 µM), inactives show at the top dose activity change, negative = inhibition, hits mostly inhibitors; 220,000 compounds, 1% hits; note: % is set by controls: 0 for no effect and ±100 for the full control effect; nearly all actives have a fitted effect of over 50% in size; many of its hits are not listed in these tables
Target sequence (Q6W5P4 whole entry, looked up): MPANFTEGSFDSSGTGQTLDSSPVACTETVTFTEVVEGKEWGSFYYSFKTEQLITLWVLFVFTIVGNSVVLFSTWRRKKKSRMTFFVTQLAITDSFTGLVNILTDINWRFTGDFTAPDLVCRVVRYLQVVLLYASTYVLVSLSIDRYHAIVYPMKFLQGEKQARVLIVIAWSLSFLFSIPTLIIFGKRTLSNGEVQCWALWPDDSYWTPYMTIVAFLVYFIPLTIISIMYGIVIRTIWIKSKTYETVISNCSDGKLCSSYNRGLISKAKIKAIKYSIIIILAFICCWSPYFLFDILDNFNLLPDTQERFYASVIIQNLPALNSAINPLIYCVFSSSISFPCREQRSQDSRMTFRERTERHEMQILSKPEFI
Epigenetic derep: regulators of epigenetic silencing causing reporter derepression in mouse cells | Potency, µM (doses to about 53.9 µM), for inactives: at the top dose GFP activation, most hits filed as activators | 280,000 compounds, 0.2% hits | murine LDR cells, GFP reporter derepression, 30 h; note: % of control where 0% means no effect; nearly all actives have a fitted effect of over 60% in size
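In this reporter-derepression format, murine cells bearing a silenced integrated CMV-GFP locus incubate with test compound (30 h, 37 C), then are washed and imaged; fluorescent objects of 20–120 um count as induced cells.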
GAA spleen mod: inhibits or activates alpha-glucosidase in human spleen homogenate. P10253. human spleen homogenate, 4-MU-alpha-glucoside fluorescence. Potency, µM (titrated, usually from 79.9 µM), without a hit: top-dose activity change, negative = inhibition, actives largely listed as inhibitors. 240,000 compounds, 0.006% hits. AID 2112;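 note: 0% = enzyme with vehicle and -100% = no enzyme basal signal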
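AC50 values come from Hill-equation fits of concentration-response data, normalized to no-enzyme and full-activity controls. Enzyme source: 1 ug human spleen homogenate; 1 mM fluorogenic 4-MU glucoside, pH 5.0 citrate buffer, 37 C, 40 min.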
aGal spleen mod: inhibitors or activators of human alpha-galactosidase in spleen homogenate. human spleen homogenate, 4MU-alpha-Gal fluorescence, 40 min. P06280. 240,000 compounds, 0.008% hits. Potency, µM (series often up to 80 µM), without a hit: top-dose activity change, negative = inhibition, hits mostly inhibitors;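 note: 0% = enzyme with vehicle and -100% = no enzyme basal signal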
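Human spleen homogenate (1 ug) as enzyme source, 4-methylumbelliferyl-alpha-D-galactopyranoside 1 mM final, citrate/phosphate pH 5.0 with 0.01% Tween-20. Compounds 40 min at 37C, NaOH/glycine stop; fluorescence Ex 365/Em 440, Hill-fit AC50.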
GAA inhib: alpha-glucosidase (human) inhibition; P10253; purified human GAA, 4-MU-alpha-glucoside fluorescence; Potency, µM (doses to about 76.9 µM), inactives show at the highest dose activity change, negative = inhibition, hits mostly inhibitors; 200,000 compounds, 0.005% hits; AID 1466;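 note: plate controls were uninhibited enzyme wells for no effect and no-enzyme background for full effect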
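Compounds are titrated up to 77 uM against 4 nM human enzyme. Substrate 4-methylumbelliferyl-alpha-D-pyranoside (400 uM) reacts 20 min at room temperature in pH 5.0 buffer; liberated 4-methylumbelliferone is read at 440 nm.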
GAA glycogen: alters human alpha-glucosidase cleavage of glycogen; Potency, µM (highest dose often 76.4 µM), without a hit: at the top dose activity change, negative = inhibition, actives largely listed as inhibitors; 300,000 compounds, 0.38% hits; P10253; recombinant GAA, glycogen substrate, Amplex Red glucose oxidase fluorescence;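 note: 0% = full enzyme reaction and -100% = no-enzyme basal signal; the screen sought inhibitors and activators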
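Recombinant human enzyme (4 nM); glycogen substrate; 37 C, 40 min, pH 5.0. Readout: coupled glucose oxidase/Amplex Red fluorescence.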
Tau fluor cs: counter-screen for tau fibril formation inhibitors | tau K18 P301L Alexa594 fluorescence, heparin fibrillization | Potency, µM (highest dose often 57.7 µM), for inactives: at the top dose activity change, negative = decrease | 280,000 compounds, 0.93% hits; note: % is set by controls: 0 for no effect and ±100 for the full control effect; nearly all actives have a fitted effect of over 55% in size
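Human tau K18 P301L (15 uM unlabeled, 0.24 uM Alexa 594-labeled) in 100 mM sodium acetate pH 7 with 20 uM heparin, 6 hr at 37 C. ThT 30 uM added, 1 hr ambient; Alexa 594 FP and total fluorescence read at 555/632 nm.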
ALDH1A1 inh: blocks purified human ALDH1A1 activity | P00352 | Purified ALDH1A1, NADH fluorescence, propionaldehyde substrate | Potency, µM (titrated, usually from 75.3 µM), for inactives: at the highest dose activity, negative = inhibition, actives largely listed as inhibitors | 220,000 compounds, 7.3% hits | AID 1030; active = well fitted inhibition curve with a large enough effect, not every such curve was filed as active; inconclusive = small, poorly fitted or top-dose-only effect, or another doubt; inactive = no such curve, though single readings can be large or run the other way;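 note: plate controls were no enzyme wells and a reference inhibitor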
Target sequence (P00352 whole entry, looked up): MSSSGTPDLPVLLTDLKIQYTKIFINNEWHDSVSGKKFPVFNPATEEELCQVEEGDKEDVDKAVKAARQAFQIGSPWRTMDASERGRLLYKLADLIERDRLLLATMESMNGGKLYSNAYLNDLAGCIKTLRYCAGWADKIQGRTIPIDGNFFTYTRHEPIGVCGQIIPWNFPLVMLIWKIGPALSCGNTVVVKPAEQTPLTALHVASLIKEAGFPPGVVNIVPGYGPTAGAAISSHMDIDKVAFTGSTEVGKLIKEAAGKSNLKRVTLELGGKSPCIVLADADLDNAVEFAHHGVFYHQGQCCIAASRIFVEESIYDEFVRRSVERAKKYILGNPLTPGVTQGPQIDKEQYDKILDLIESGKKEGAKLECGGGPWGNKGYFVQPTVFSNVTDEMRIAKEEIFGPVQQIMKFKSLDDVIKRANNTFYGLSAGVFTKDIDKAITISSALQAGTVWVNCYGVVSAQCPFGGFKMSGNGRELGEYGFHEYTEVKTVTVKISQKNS
Active calls of the source: *; [ ] = remark or other dose. Unless noted, calls come from the whole dose curve; as a rule, active = well fitted curve in the direction sought with a large enough effect; inconclusive = small, poorly fitted or top-dose-only effect, or another doubt; inactive = no such curve, though single readings can be large; an effect the other way counts as inactive or inconclusive. Potency is the fitted concentration of half-maximal effect.

Results for C=C(C)CSc1nc(N)c(C#N)c(-c2ccc(C)cc2)c1C#N ?
NPSR antag: -18%[46.1 µM]; Epigenetic derep: 1.4%; GAA spleen mod: -2%; aGal spleen mod: -2%; GAA inhib: -8%; GAA glycogen: 5%; Tau fluor cs: -9%; ALDH1A1 inh: 10µM*

How did COc1ccc(CCNC(=O)COc2ccc(S(=O)(=O)N3CCOCC3)cc2)cc1OC do in these assays?
NPSR antag: -6%[46.1 µM]; Epigenetic derep: 0.9%; GAA spleen mod: -5%; aGal spleen mod: -30%; GAA inhib: -18%; GAA glycogen: 0%; Tau fluor cs: 5%; ALDH1A1 inh: -2%

What do the screens show for `CCN(CC(=O)Nc1c(C(=O)OC)[nH]c2ccccc12)c1ccc2c(c1)OCO2`?
NPSR antag: -28%[46.1 µM]; Epigenetic derep: -1.0%; GAA spleen mod: 1%; aGal spleen mod: 7%; GAA inhib: -10%; GAA glycogen: -10%; Tau fluor cs: inconclusive; ALDH1A1 inh: inconclusive

How did N#Cc1nc(COc2ccccc2)oc1NCCCn1ccnc1 do in these assays?
NPSR antag: 1%[46.1 µM]; Epigenetic derep: -1.0%; GAA spleen mod: 3%; aGal spleen mod: inconclusive; GAA inhib: -1%; GAA glycogen: -4%; Tau fluor cs: -2%; ALDH1A1 inh: 6%

Results for COc1ccc(S(=O)(=O)N(CC(=O)NCC2CCCO2)c2ccc(F)cc2)cc1OC (stereo unspecified) ?
NPSR antag: -3%[46.1 µM]; Epigenetic derep: 0.0%; GAA spleen mod: -6%; aGal spleen mod: -7%; GAA inhib: 2%; GAA glycogen: 2%; Tau fluor cs: -1%; ALDH1A1 inh: -3%

What do the screens show for `CCCCC(CC)Cn1c(O)c(/C=C2\C=NN=C2c2ccccc2)sc1=S` (stereo unspecified)?
NPSR antag: -46%; Epigenetic derep: 13%; GAA spleen mod: 13%; aGal spleen mod: -2%; GAA inhib: 4%; GAA glycogen: 1%; Tau fluor cs: 0%; ALDH1A1 inh: 1%

What do the screens show for `Cc1ccccc1CSCCNC(=O)c1ccc(Cl)c(S(=O)(=O)N2CCOCC2)c1`?
NPSR antag: -15%[46.1 µM]; Epigenetic derep: -1.0%; GAA spleen mod: 2%; aGal spleen mod: 4%; GAA inhib: -3%; GAA glycogen: -5%; Tau fluor cs: -16%; ALDH1A1 inh: inconclusive

How did Cc1cccc(NC(=O)C2C3C=CC(C4CC34)C2C(=O)O)c1 (stereo unspecified) do in these assays?
NPSR antag: inconclusive; Epigenetic derep: 0.3%; GAA spleen mod: -3%; aGal spleen mod: 1%; GAA inhib: 0%; GAA glycogen: 7%; Tau fluor cs: -5%; ALDH1A1 inh: -7%

What do the screens show for `NC(=O)c1ccc[n+]([C@@H]2OC(COP(=O)([O-])OP(=O)(O)OCC3OC(n4cnc5c(N)ncnc54)C(O)C3O)C(O)C2O)c1` (stereo partly specified)?
Epigenetic derep: -1.3%; GAA spleen mod: 1%; aGal spleen mod: 11%; Tau fluor cs: -4%; ALDH1A1 inh: -3%

What do the screens show for `CC(Sc1cccc[n+]1[O-])C(=O)Nc1ccc(Oc2ccccc2)cc1` (stereo unspecified)?
NPSR antag: 3%; Epigenetic derep: -0.1%; GAA spleen mod: -5%; aGal spleen mod: -3%; GAA inhib: -1%; GAA glycogen: 2%; Tau fluor cs: -6%; ALDH1A1 inh: -6%

Results for COC(=O)C1=C(C)NC(=O)NC1c1cn(-c2ccccc2)nc1-c1cccs1 (stereo unspecified) ?
NPSR antag: -4%[46.1 µM]; Epigenetic derep: -0.9%; GAA spleen mod: -12%; aGal spleen mod: 0%; GAA inhib: -10%; GAA glycogen: -3%; Tau fluor cs: -22%; ALDH1A1 inh: 8%

What do the screens show for `CCOc1ccc(NC(=O)CC2C(=O)N(CC)C(=S)N2CCNC(C)=O)cc1` (stereo unspecified)?
NPSR antag: 5%; Epigenetic derep: 1.9%; GAA spleen mod: 0%; aGal spleen mod: -2%; GAA inhib: -2%; GAA glycogen: 1%; Tau fluor cs: -7%; ALDH1A1 inh: -7%

Results for O=C(Cn1c(C(=O)NCC2CCCO2)cc2sccc21)c1ccccc1 (stereo unspecified) ?
NPSR antag: -17%[46.1 µM]; Epigenetic derep: -1.1%; GAA spleen mod: -4%; aGal spleen mod: -2%; GAA inhib: -2%; GAA glycogen: -3%; Tau fluor cs: -2%; ALDH1A1 inh: -6%

What do the screens show for `Nc1nonc1-c1nc2ccccc2n1CC(=O)N/N=C/c1ccc(-c2cccc(C(=O)O)c2)o1`?
NPSR antag: -1%; Epigenetic derep: -1.9%; GAA spleen mod: -16%; aGal spleen mod: -8%; GAA inhib: 4%; GAA glycogen: 28%; Tau fluor cs: -10%; ALDH1A1 inh: inconclusive

How did COCCN(CC(=O)NC1CCCCC1)C(=O)CSc1nc2ccccc2o1 do in these assays?
NPSR antag: -6%[46.1 µM]; Epigenetic derep: 0.0%; GAA spleen mod: -5%; aGal spleen mod: 4%; GAA inhib: -1%; GAA glycogen: 3%; Tau fluor cs: 4%; ALDH1A1 inh: 13%

What do the screens show for `CC1CCCN(c2nc(NCc3ccco3)nc(N)c2[N+](=O)[O-])C1` (stereo unspecified)?
NPSR antag: -2%; Epigenetic derep: -1.3%; GAA spleen mod: -19%; aGal spleen mod: 11%; GAA inhib: -4%; GAA glycogen: 4%; Tau fluor cs: -11%; ALDH1A1 inh: 2µM*

How did COc1ccc(N2C(=O)c3ccccc3NC2c2ccc(OC)c(Cn3nnc4ccccc43)c2)cc1 (stereo unspecified) do in these assays?
NPSR antag: inconclusive; Epigenetic derep: 1.0%; GAA spleen mod: -14%; aGal spleen mod: 0%; GAA inhib: 3%; GAA glycogen: 13%; Tau fluor cs: -26%; ALDH1A1 inh: inconclusive

What do the screens show for `O=C(COC(=O)CNC(=O)c1ccccc1F)Nc1cccnc1Cl`?
NPSR antag: 10%; Epigenetic derep: 0.0%; GAA spleen mod: 1%; aGal spleen mod: 4%; GAA inhib: -2%; GAA glycogen: -2%; Tau fluor cs: -17%; ALDH1A1 inh: -4%

How did Cc1ccc(S(=O)(=O)c2cc3c(=O)n4ccccc4nc3n(CC3CCCO3)c2=N)cc1C (stereo unspecified) do in these assays?
NPSR antag: 24%; Epigenetic derep: 1.5%; GAA spleen mod: 2%; aGal spleen mod: 19%; GAA inhib: -1%; GAA glycogen: -2%; Tau fluor cs: -3%; ALDH1A1 inh: -10%

What do the screens show for `Cn1c(=O)c2c(nc(N3CCOCC3)n2CCCNC2=NCCCCC2)n(C)c1=O`?
NPSR antag: -12%[46.1 µM]; Epigenetic derep: -4.3%; GAA spleen mod: -12%; aGal spleen mod: -9%; GAA inhib: -2%; GAA glycogen: 1%; Tau fluor cs: -2%; ALDH1A1 inh: 10%

Next part, starting with the last three of the part before.
What do the screens show for `O=C(COC(=O)CNC(=O)c1ccccc1F)Nc1cccnc1Cl`?
NPSR antag: 10%; Epigenetic derep: 0.0%; GAA spleen mod: 1%; aGal spleen mod: 4%; GAA inhib: -2%; GAA glycogen: -2%; Tau fluor cs: -17%; ALDH1A1 inh: -4%

How did Cc1ccc(S(=O)(=O)c2cc3c(=O)n4ccccc4nc3n(CC3CCCO3)c2=N)cc1C (stereo unspecified) do in these assays?
NPSR antag: 24%; Epigenetic derep: 1.5%; GAA spleen mod: 2%; aGal spleen mod: 19%; GAA inhib: -1%; GAA glycogen: -2%; Tau fluor cs: -3%; ALDH1A1 inh: -10%

What do the screens show for `Cn1c(=O)c2c(nc(N3CCOCC3)n2CCCNC2=NCCCCC2)n(C)c1=O`?
NPSR antag: -12%[46.1 µM]; Epigenetic derep: -4.3%; GAA spleen mod: -12%; aGal spleen mod: -9%; GAA inhib: -2%; GAA glycogen: 1%; Tau fluor cs: -2%; ALDH1A1 inh: 10%

How did CC1CCN(C(=S)c2cccc([N+](=O)[O-])c2)CC1 do in these assays?
NPSR antag: -7%; Epigenetic derep: -0.2%; GAA spleen mod: 2%; aGal spleen mod: 2%; GAA inhib: 5%; GAA glycogen: -4%; Tau fluor cs: -4%; ALDH1A1 inh: inconclusive

How did COCCOC(=O)c1c(NC(=O)CN2CCOCC2)sc(C(N)=O)c1C do in these assays?
NPSR antag: -14%[46.1 µM]; Epigenetic derep: 0.0%; GAA spleen mod: -1%; aGal spleen mod: 1%; GAA inhib: inconclusive; GAA glycogen: 1%; Tau fluor cs: -6%; ALDH1A1 inh: 4%

How did O=C(Nc1ccc(N2CCCCC2)cc1)c1cc([N+](=O)[O-])cc([N+](=O)[O-])c1 do in these assays?
NPSR antag: 2%; Epigenetic derep: -1.5%; GAA spleen mod: 2%; aGal spleen mod: 3%; GAA inhib: 1%; GAA glycogen: -1%; Tau fluor cs: -1%; ALDH1A1 inh: 14%

What do the screens show for `COc1ccc(NS(=O)(=O)c2cc([N+](=O)[O-])ccc2N/N=C\c2c(C)[nH]c3ccccc23)cc1`?
NPSR antag: -9%[46.1 µM]; Epigenetic derep: 10µM*; GAA spleen mod: -4%; aGal spleen mod: 0%; GAA inhib: 0%; GAA glycogen: -18%; Tau fluor cs: 3.2µM*[quencher]; ALDH1A1 inh: 12%

Results for COc1ccc(C(=O)Cc2cnn(-c3ccccc3)c2)c(O)c1 ?
NPSR antag: -8%[46.1 µM]; Epigenetic derep: -1.0%; GAA spleen mod: -13%; aGal spleen mod: -3%; GAA inhib: 0%; GAA glycogen: 7%; Tau fluor cs: -18%; ALDH1A1 inh: 9%

Results for O=C(Nc1ccc2c(c1)OCO2)C1COc2ccccc2O1 (stereo unspecified) ?
NPSR antag: -23%[46.1 µM]; Epigenetic derep: 0.9%; GAA spleen mod: -3%; aGal spleen mod: 1%; GAA inhib: -8%; GAA glycogen: 11%; Tau fluor cs: -11%; ALDH1A1 inh: -5%

How did CCOc1ccc(NC(=S)N2c3ccccc3CC2C)cc1 (stereo unspecified) do in these assays?
NPSR antag: -37%; Epigenetic derep: -1.1%; GAA spleen mod: 1%; aGal spleen mod: -6%; GAA inhib: -2%; GAA glycogen: -9%; Tau fluor cs: -16%; ALDH1A1 inh: inconclusive

Screening results as filed in PubChem BioAssay.

Only part of the results is shown, so the mix of outcomes need not match the whole.
